NCI-60 one-dose screen, 48 h, at 10 µM unless noted. Numbers give growth in % (100 = growth as untreated, 0 = no growth, -100 = all killed).
SF-295 = SF-295 CNS cancer cells. AID 1794758. actives 5.6% (n = 79,000)
U251 = U251 CNS tumor cells; AID 1794753; actives 5.4% (n = 80,000)
PC-3 = PC-3 prostate cancer cells. actives 3.9% (n = 80,000)
OVCAR-8 = OVCAR-8 ovarian cancer; actives 4.4% (n = 81,000); AID 1794782
SNB-19 = SNB-19 CNS cancer cells; actives 2.5% (n = 81,000)
DU-145 = DU-145 prostate cancer | actives 4.2% (n = 81,000) | AID 1794760
SF-539 = SF-539 CNS cancer; actives 6.8% (n = 81,000)
SF-268 = SF-268 CNS cancer cells; actives 3.1% (n = 82,000)
An asterisk follows results filed as active; / = no result given; & = joins results of further samples; ! = not confirmed by another sample. Rule for the calls: active = growth percent below 10; inactive = the rest. Rows were taken by chance; 9.2% or so of the library scored in one or more.

Below each SMILES – PC-3, DU-145, OVCAR-8, SF-539, SNB-19, SF-268, U251, SF-295
1. CC(C)C[C@@H](NC(=O)[C@@H](Cc1ccccc1)NC(=O)c1cnccn1)B1Oc2ccc(C[C@H](NC(=O)[C@H](Cc3ccc4c(c3)OB([C@@H](CC(C)C)NC(=O)[C@@H](Cc3ccccc3)NC(=O)c3cnccn3)O4)NC(=O)[C@@H](N)CC3CCC4OB([C@@H](CC(C)C)NC(=O)[C@@H](CC5CCCCC5)NC(=O)C5CNCCN5)OC4C3)C(=O)NCCCC[C@@H]3NC(=O)[C@@H](Cc4ccccc4)NC(=O)[C@H](CC(=O)O)NC(=O)CNC(=O)[C@H](CCCNC(=N)N)NC3=O)cc2O1 (stereo partly specified)
  -48*, -45*, -45*, -38*, -25*, -53*, -58*, -69*
2. C#Cc1nc(/C=C/C(=O)NO)cs1
  71, -60*, 21, -87*, 93, 53, -5.4*, 46
3. COc1ccc(-c2conc2-c2ccccc2)cc1
  20, 11, 18, -23*, 30, 45, 21, 16
4. COc1ccc(C2=Nc3c(N)nc(N)nc3NC(c3cccc(Nc4ccnc5cc(C(F)(F)F)ccc45)c3)C2)cc1 (stereo unspecified)
  48, 75, 76, 87, 73, 70, 60, 79
5. c1cc(CNCCNCc2ccncc2)ccn1
  92, 115, 97, 105, 104, 104, 101, 104
6. Cn1cc(C(=O)c2nc(-c3c[nH]c4ccccc34)no2)c2ccccc21
  /, 102, 91, 92, 92, 92, 92, 68
7. COc1cc(/C=C/C(=O)C2=C(/C=C/c3ccc(O)c(OC)c3)NC(=O)NC2c2ccc(O)c(OC)c2)ccc1O (stereo unspecified)
  77, 111, 86, 87, 97, 93, 86, 93
8. CN1CCN(c2nc(NCCNc3ccnc4cc(Cl)ccc34)c3ccccc3n2)CC1
  30, 35, 12, -78*, 35, 33, 9.0*, -39*
9. CCn1c(-c2ccc(OC)c(OC)c2)cc(-c2cccn2C)c(C#N)c1=O
  95, 116, 100, 94, 93, 107, 105, 103
10. O=S(=O)(O)c1ccc2cc(O)ccc2c1
  95, 112, 102, 102, 109, 106, 99, 110
11. NCCN1C(=O)CNC1=S
  95, 117, 107, 109, 110, 115, 92, 124
12. C/C(=C(\CNc1ccc(S(=O)(=O)c2ccc(N)cc2)cc1)C(=O)c1ccccc1)c1ccccc1
  85, /, 100, 92, 99, /, 98, 86
13. CN1C(=O)N(c2ccccc2)C(=O)C2(CC=CC2)C1=O
  102, 120, 111, 102, 102, 111, 108, 101
14. N#C/C(=C\c1ccc(Br)cc1)n1nnc2ccc(F)cc21
  7.5*, 15, 7.4*, -24*, 20, 42, 1.7*, 44
15. COc1c(F)ccc(C(=O)Nc2ccc3nc(NC(=O)C4CCCN(S(=O)(=O)c5ccc(C(C)(C)C)cc5)C4)sc3c2)c1F (stereo unspecified)
  46, 80, 85, 74, 78, 69, 59, 78
16. CC1=C[C@H]2c3c(c(O)c(O)c4oc5cc(O)cc(O)c5c(=O)c34)[C@H](c3cc(O)c(O)c4oc5cc(O)cc(O)c5c(=O)c34)[C@H]2C(C)(C)C1
  -27*!, -4.2*!, 4.9*, -26*, -11*!, -12*!, -15*, -27*
17. O=S(=O)(/N=c1\c2ccccc2cnn1C1=NCCN1S(=O)(=O)c1ccc(Br)cc1)c1ccc(Br)cc1
  98, 110, 104, 96, 102, 103, 101, 103
18. CC1(C)CC[C@]2(CO)CC[C@]3(C)[C@H](CC[C@@H]4[C@@]5(C)CCC(=O)NC(C)(C)[C@@H]5CC[C@]43C)[C@H]2[C@H]1O
  86, 109, 109, 98, 102, 103, 103, 102
19. N=C(N)c1ccc(-c2ccc(-c3ccco3)o2)cc1F
  25, 31, 45, 8.3*, 67, 20, -17*, -27*
20. CNC1(S(=O)(=O)O)C(=O)Nc2ccccc21 (stereo unspecified)
  80, 104, 98, 94, 99, 96, 100, 98
21. CC(=O)OCC(OC(C)=O)C(OC(C)=O)C(OC(C)=O)C(COC(C)=O)OC(C)=O (stereo unspecified)
  95, 109, 104, 91, 96, 99, 98, 99
22. COc1ccc(CN2CCc3c(Sc4ccc(C(C)C)cc4)nc(N)nc3C2=O)c(OC)c1
  91, 124, 100, 104, 99, 96, 100, 109
23. COc1cc2c(cc1OCCCCCOc1ccc(-n3c(C)nc4ccccc4c3=O)cc1)N=C[C@@H]1CCCN1C2=O
  4.4*, -25*, 9.8*, -63*, 1.4*, -5.5*, 3.9*, -8.2*
24. COc1ccccc1C(=O)Nc1cccc(NC(=O)c2ccccn2)c1
  105, 109, 114, 111, 108, 107, 114, 98
25. O=C(Nc1ccc(Cl)c(Cl)c1)N1CCN(c2cc(-c3cn(-c4ccccc4)nc3-c3cccc(O)c3)ccn2)CC1
  40, 69, 55, 56, 59, 69, 58, 40
26. O=c1oc2c(cnc3ccc(Br)cc32)cc1-c1ccccc1
  101, 118, 105, 96, 100, 103, 103, 98
27. COc1c(Cl)cc(Cl)c2ccc(C=C3C(=O)NC(=S)NC3=O)nc12
  105, 115, 109, 101, 99, 100, 105, 102
28. C[C@H](c1nc2ccc(N)cc2[nH]1)[C@H]1CC[C@H]2[C@@H]3CCC4=CC(=O)CC[C@]4(C)[C@H]3CC[C@]12C
  83, 89, 91, 54, 91, 82, 71, 57
29. COc1ccc(C(=O)c2no[n+]([O-])c2C(=O)c2ccc(OC)cc2)cc1
  -38*, 81, /, 89, 98, -39*, 36, 93
30. CCCn1ccc(-n2nnc(-c3ccccc3)c2N)n1
  104, 104, 102, 98, 102, 102, 97, 102

Arranged by SMILES length (largest number first): part of the list above
Below each SMILES – PC-3, DU-145, OVCAR-8, SF-539, SNB-19, SF-268, U251, SF-295
18. CC1(C)CC[C@]2(CO)CC[C@]3(C)[C@H](CC[C@@H]4[C@@]5(C)CCC(=O)NC(C)(C)[C@@H]5CC[C@]43C)[C@H]2[C@H]1O
  86, 109, 109, 98, 102, 103, 103, 102
17. O=S(=O)(/N=c1\c2ccccc2cnn1C1=NCCN1S(=O)(=O)c1ccc(Br)cc1)c1ccc(Br)cc1
  98, 110, 104, 96, 102, 103, 101, 103
21. CC(=O)OCC(OC(C)=O)C(OC(C)=O)C(OC(C)=O)C(COC(C)=O)OC(C)=O (stereo unspecified)
  95, 109, 104, 91, 96, 99, 98, 99
26. O=c1oc2c(cnc3ccc(Br)cc32)cc1-c1ccccc1
  101, 118, 105, 96, 100, 103, 103, 98
5. c1cc(CNCCNCc2ccncc2)ccn1
  92, 115, 97, 105, 104, 104, 101, 104
11. NCCN1C(=O)CNC1=S
  95, 117, 107, 109, 110, 115, 92, 124

Next structures follow.
Below each SMILES – PC-3, DU-145, OVCAR-8, SF-539, SNB-19, SF-268, U251, SF-295
31. CN(C)CC(C(=O)c1ccccc1)c1ccccc1 (stereo unspecified)
  38, 15, 9.4*, 34, 84, 5.7*, 60, 93
32. CC[C@H](Nc1ncnc2nc[nH]c12)c1nc2cccc(NCc3ccc(C(=O)NO)o3)c2c(=O)n1-c1ccccc1
  93, 101, 99, 100, 100, 84, 107, 102
33. Cc1ccc(Sc2oc(-c3ccc(C)cc3)nc2[P+](c2ccccc2)(c2ccccc2)c2ccccc2)cc1
  5.6*, 12, 5.4*, -5.1*, 14, 11, 13, 9.9*
34. COc1cc(C2Nc3c(c(C(C)(C)C)nn3-c3ccccc3)C(=O)CS2)cc(OC)c1OC (stereo unspecified)
  /, 107, 107, 109, 105, 111, 106, 86
35. CCCCCCCCCCCCCCn1cc(C=C2C(=O)NC(=S)NC2=O)c2cc(Br)ccc21
  105, 106, 102, 100, 97, 94, 102, 102
36. CCN(CC)CCOC(=O)Nc1c(Cl)cccc1Cl
  111, 115, 111, 99, 102, 100, 107, 108
37. CCCCCCCCCCCCCCCCCCOc1cccc(CCOP(=O)(O)OCC[N+](C)(C)C)c1
  2.6*, 96, 95, 95, 84, 68, 68, 87
38. O=C1NC(=Nc2ccc(F)cc2)/C(=C/N2N=C(c3ccc(Cl)cc3)CC2c2ccc(F)cc2)S1 (stereo unspecified)
  /, 104, 84, 102, 89, 96, 85, 83
39. CSc1nn2c(-c3ccco3)ccnc2c1C#N
  94, 95, 95, 100, 98, 93, 92, 93
40. Cc1nc2ccc(Br)cn2c1-c1nnc(SCc2ccc([N+](=O)[O-])cc2)o1
  115, 111, 102, 99, 93, 105, 95, 101
41. COc1ccc(C2=NN(C(=O)c3cc(OC)c(OC)c(OC)c3)C(c3c(Cl)cccc3Cl)C2)cc1OC (stereo unspecified)
  57, 116, 75, 73, 99, 76, 92, 70
42. CSc1nc(=O)n(CCc2ccc(Cl)cc2)c(=O)n1Cc1ccc(C(=O)O)cc1
  81, 120, 104, 98, 101, 109, 105, 93
43. O=C1Nc2ccccc2/C1=N/n1c(N/N=C/c2cccc3c2oc2ccccc23)n[nH]c1=S
  93, 98, 104, 97, 98, 99, 110, 104
44. O=C(COc1ccc(/C=C2\Oc3ccc4ccccc4c3C2=O)cc1)c1ccc(Cl)cc1
  94, /, 100, 93, 98, 98, 95, 97
45. CC(=O)N1N=C(c2ccc(Br)cc2)CC1c1cn(-c2ccccc2)nc1-c1ccc(Cl)cc1 (stereo unspecified)
  99, 116, 98, 95, 86, 107, 100, 111
46. CC(C)OC(=O)NCc1ccccc1
  101, 111, 108, 98, 99, 107, 106, 114
47. CC(C)=CCc1ccc(O)c(=O)cc1C(C)C
  44, 28, 12, 20, 41, 14, 15, 8.2*
48. C[C@]12CCC(=O)C=C1CC[C@H]1[C@@H]3C[C@@H](O)[C@](O)(C(=O)CO)[C@@]3(C)C[C@H](O)[C@@]12F
  95, 92, 93, 92, 100, 86, 109, 104
49. CC1CCNCC1
  103, 115, 103, 100, 105, 113, 104, 96
50. CN1c2ccccc2C(=O)N(NC(=O)Nc2ccccc2)C1c1ccc([N+](=O)[O-])cc1 (stereo unspecified)
  91, 110, 114, 108, 102, 106, 112, 102
51. Cc1c(C)c(N2C(=O)c3c(F)c(F)c(F)c(F)c3C2=O)c(C)c2c1OC(C)(CCCC(C)CCCC(C)CCCC(C)C)CC2 (stereo unspecified)
  98, 113, 103, 99, 105, 112, 102, 114
52. CC(=O)OCC1(C)CCC(C)CO1 (stereo unspecified)
  91, 116, 100, 92, 97, 109, 94, 84
53. O=C(Oc1c2c(nc3c1c1ccccc1n3Cc1ccccc1)-c1ccccc1C2)c1ccccc1Cl
  81, 103, 86, 99, 95, 93, 89, 85
54. COc1cccc(NC(=O)Nc2ccc(Nc3ncnc4sc5c(c34)CCCC5)cc2)c1
  90, 105, 113, 60, 95, 100, /, 99
55. O=c1ccc2ccc(OCc3cn(CC(O)CO)nn3)cc2o1 (stereo unspecified)
  98, 107, 113, 101, 92, 114, 99, 107
56. CC(=O)Nc1cccc2cc(O)ccc12
  80&96&104, 111&110&118, 94&100&106, 99&97&96, 95&106, 100&95&111, 101&102&108, 99&130&85
57. C=CCNC(=S)Nc1ccccc1
  88, 104, 95, 100, 99, 102, 90, 100
58. COc1ccc(OC)c(Cn2cc3c(c2-c2ccccc2)CCCc2cnoc2-3)c1
  94, 108, 100, 103, 102, 99, 98, 92
59. Fc1cc2[nH]ncc2c2c3c(c(-c4cn[nH]c4)nc12)CCCC3
  7.1*, 7.4*, 4.8*, -31*, 8.8*, 3.1*, -1.5*, 9.2*
60. Cc1ccc(CNc2ccc3nc(CCC(C)C)[nH]c3c2)cc1
  78, 101, 90, 94, 89, 91, 92, 95

By substructure: the compounds so far with a nitro group on carbon
Below each SMILES – PC-3, DU-145, OVCAR-8, SF-539, SNB-19, SF-268, U251, SF-295
40. Cc1nc2ccc(Br)cn2c1-c1nnc(SCc2ccc([N+](=O)[O-])cc2)o1
  115, 111, 102, 99, 93, 105, 95, 101
50. CN1c2ccccc2C(=O)N(NC(=O)Nc2ccccc2)C1c1ccc([N+](=O)[O-])cc1 (stereo unspecified)
  91, 110, 114, 108, 102, 106, 112, 102

Taken from above.
CCn1c(-c2ccc(OC)c(OC)c2)cc(-c2cccn2C)c(C#N)c1=O | SF-295 = 103
COc1c(Cl)cc(Cl)c2ccc(C=C3C(=O)NC(=S)NC3=O)nc12 | PC-3 = 105
CN1C(=O)N(c2ccccc2)C(=O)C2(CC=CC2)C1=O | U251 = 108

(further entries)
Below each SMILES – PC-3, DU-145, OVCAR-8, SF-539, SNB-19, SF-268, U251, SF-295
61. CCON1C(=O)C2(CCCCC2)C(=O)C12C=CCCC2 (stereo unspecified)
  102, 112, 105, 103, 103, 109, /, 104
62. COc1ccc(C(O)c2cc3c(N)c(C(=O)Nc4ccc(Cl)cc4)sc3nc2C)cc1 (stereo unspecified)
  21, 6.9*, 31, 21, 37, 43, 20, 15
63. NC(=O)c1ccccc1Br
  101, 121, 111, 101, 98, 100, 105, 95
64. CCOC(=O)Cn1c2c(sc3ncccc32)c(=O)n2nnc(-c3ccccc3)c12
  95, 122, 100, 101, 97, 116, 100, 110
65. CN(C)CCOC(c1ccc(Cl)cc1)c1ccccn1 (stereo unspecified)
  91, 106, 100, 121, 96, 101, 97, 92
66. Clc1ccc(N=C/C=C/c2ccccc2)cc1
  75, 98, 79, 92, 112, 80, 90, 69
67. CSc1cc(C)nc(N)n1
  98, 120, 107, 110, 106, 105, 101, 108

Molecules listed so far with a COOH group, in the order listed:
Below each SMILES – PC-3, DU-145, OVCAR-8, SF-539, SNB-19, SF-268, U251, SF-295
1. CC(C)C[C@@H](NC(=O)[C@@H](Cc1ccccc1)NC(=O)c1cnccn1)B1Oc2ccc(C[C@H](NC(=O)[C@H](Cc3ccc4c(c3)OB([C@@H](CC(C)C)NC(=O)[C@@H](Cc3ccccc3)NC(=O)c3cnccn3)O4)NC(=O)[C@@H](N)CC3CCC4OB([C@@H](CC(C)C)NC(=O)[C@@H](CC5CCCCC5)NC(=O)C5CNCCN5)OC4C3)C(=O)NCCCC[C@@H]3NC(=O)[C@@H](Cc4ccccc4)NC(=O)[C@H](CC(=O)O)NC(=O)CNC(=O)[C@H](CCCNC(=N)N)NC3=O)cc2O1 (stereo partly specified)
  -48*, -45*, -45*, -38*, -25*, -53*, -58*, -69*
42. CSc1nc(=O)n(CCc2ccc(Cl)cc2)c(=O)n1Cc1ccc(C(=O)O)cc1
  81, 120, 104, 98, 101, 109, 105, 93
